From PubChem
EPAC1 ag – EPAC1 (human) agonism; 0.073% of 360,000 active; Potency, µM (top dose mostly 154 µM), without a hit: at the highest dose activation, actives largely listed as activators; EPAC1 agonist qHTS, biochemical assay; response scale: 100% = response to 6.5 mM cAMP; also: nearly all actives have a fitted effect of over 60% in size
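Normalized to 6.5 mM cAMP, activity reflects EPAC1-catalysed release of BODIPY-GDP from Rap1B, followed kinetically over 30 min at 480 nm excitation, 540 nm emission. Reaction contained 100 nM EPAC1, 250 nM Rap1B-BODIPY-GDP, 50 uM GDP.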
PTHR1 ag – agonists of human PTHR1 parathyroid hormone receptor; Q03431; HEK293 GP2 PTHR1 cells, GloSensor cAMP luminescence, 1 h; Potency, µM (series often up to 115 µM), for the others: at the highest dose activation, actives largely listed as activators; 0.075% of 410,000 active; AID 743266; also: nearly all actives have a fitted effect of over 55% in size; some results filed as inactive show a strong effect at the top dose; inactives centre near -15; many of its hits are not listed in these tables
Target sequence (Q03431 whole entry, looked up): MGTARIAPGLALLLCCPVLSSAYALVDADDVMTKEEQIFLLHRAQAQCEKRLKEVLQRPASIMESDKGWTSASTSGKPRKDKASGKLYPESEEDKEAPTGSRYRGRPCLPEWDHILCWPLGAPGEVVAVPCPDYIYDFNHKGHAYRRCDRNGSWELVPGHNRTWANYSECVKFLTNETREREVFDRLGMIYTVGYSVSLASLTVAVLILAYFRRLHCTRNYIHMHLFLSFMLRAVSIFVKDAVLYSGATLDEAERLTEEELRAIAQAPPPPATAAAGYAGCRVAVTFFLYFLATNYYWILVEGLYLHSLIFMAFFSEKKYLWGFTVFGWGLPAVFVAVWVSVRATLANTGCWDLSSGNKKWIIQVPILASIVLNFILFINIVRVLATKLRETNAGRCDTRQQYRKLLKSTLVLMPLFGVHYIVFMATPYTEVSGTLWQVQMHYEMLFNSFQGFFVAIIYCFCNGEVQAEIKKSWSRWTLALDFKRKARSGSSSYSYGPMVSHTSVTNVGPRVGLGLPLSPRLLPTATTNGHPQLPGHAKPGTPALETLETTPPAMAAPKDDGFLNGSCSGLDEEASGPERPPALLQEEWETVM
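HEK-293-derived GP2 cells expressing PTHR1 and a GloSensor cAMP reporter, 3,000/well, plated overnight, given luciferin plus IBMX (each 0.5 mM as added) for 1 h at 37 °C, then compound for 1 h at 37 °C. Luminescence was read after 15 min at room temperature.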
FUS yeast rescue – rescues growth of FUS-expressing yeast. 0.24% of 390,000 active. AID 1347120. S. cerevisiae FUS-expressing, growth rescue, OD600, 24 h. Potency, µM (doses to about 76.6 µM), for inactives: top-dose growth rescue (activation), actives largely listed as activators;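 also: plate controls were DMSO vehicle for no effect and reference control for full effect; nearly all actives have a fitted effect of over 55% in size; some results filed as inactive show a strong effect at the top dose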
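Absorbance at 600 nm, taken 24hr after compound addition, measured rescue of FUS-yeast growth at 30C. Induction used 2% galactose with seeding at OD 0.005. Controls: CP55940 from 92uM final, DMSO only.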
EPAC1 antag – antagonists of human EPAC1; Potency, µM (series often up to 115 µM), for inactives: at the highest dose activity change, negative = inhibition, hits mostly inhibitors; 0.14% of 360,000 active; EPAC1 GEF assay, Rap1b-BODIPY-GDP exchange fluorescence; AID 720709;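 also: plate controls were vehicle for no effect and positive control for full effect; nearly all actives have a fitted effect of over 50% in size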
TDP-43 yeast inh – rescues yeast growth from TDP-43 toxicity; TDP-43 expressing yeast growth rescue, BacTiter-Glo, 24 h; Potency, µM (doses to about 46.1 µM), for inactives: top-dose growth rescue (activation), usual class: activators; 1.8% of 410,000 active; also: % of control where 0% means no effect; nearly all actives have a fitted effect of over 50% in size
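Growth rescue of TDP-43-toxic yeast measured as ATP luminescence (BacTiter-Glo). Cells grown to mid-log in raffinose, induced in galactose at OD600=0.02, exposed to compound 24 hr at 30 deg C.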
EPAC2 ag – EPAC2 (human) agonism | Potency, µM (top dose mostly 154 µM), for inactives: at the top dose activation, hits mostly activators | EPAC2 activation, biochemical qHTS; response scale: 100% = 6.5 mM cAMP response | Q8WZA2 | 0.079% of 360,000 active; also: nearly all actives have a fitted effect of over 50% in size
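Guanine nucleotide exchange by EPAC2 is measured as reduced fluorescence of BODIPY-GDP once it is released from 250 nM Rap1B. Plates are read kinetically for 30 min at room temperature; results are scaled to 6.5 mM cAMP.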
EPAC2 antag – EPAC2 (human) antagonism; AID 720708; 0.18% of 360,000 active; Q8WZA2; Potency, µM (top dose mostly 114 µM), without a hit: at the highest dose activity, negative = inhibition, actives largely listed as inhibitors; EPAC2 GEF exchange of Rap1B-BODIPY-GDP, fluorescence; also: % is scaled to controls: 0 for no effect and ±100 for the full control effect; nearly all actives have a fitted effect of over 45% in size; many of its hits are not listed in these tables
aSyn rescue – rescues yeast growth from alpha-synuclein toxicity; Yeast expressing alpha-synuclein, growth rescue, BacTiter-Glo, 24 h; Potency, µM (doses to about 46.1 µM), for inactives: at the highest dose growth rescue (activation), most hits filed as activators; 0.14% of 370,000 active; also: % of control where 0% means no effect; nearly all actives have a fitted effect of over 65% in size
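Rescue of yeast growth: cells expressing toxic alpha-synuclein, induced in galactose at OD600 0.02, incubated with compound 24 h at 30 C. ATP luminescence quantified growth; inhibitors of toxicity appear as activators.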
Starred values were filed as active, the others as inactive; i = inactive; ? = inconclusive; . = not tested or not shown; [ ] = another dose, or the depositor's remark. Calls follow the shape of the dose curve; as a rule, active = well fitted curve in the direction sought with a large enough effect; inconclusive = small, poorly fitted or top-dose-only effect, or another doubt; inactive = no such curve, though single readings can be large; an effect the other way counts as inactive or inconclusive. Potency is read from the fitted curve at half-maximal effect. This is a subset (hit frequency here may not be typical).

Sample of the layout, 2 compounds:
SMILES | EPAC1 ag | PTHR1 ag | FUS yeast rescue | EPAC1 antag | TDP-43 yeast inh | EPAC2 ag | EPAC2 antag | aSyn rescue
COc1ccc(OC)c(NC(=O)Nc2cc(NC(=O)Nc3cc(OC)ccc3OC)c(C)nc2C)c1 | 2% | i | 11% | -11% | 3% | -1% | 4% | 4%
O=S(c1ccc2ccccc2c1)c1cnns1 (configuration not stated) | 1% | -96%[inhibitor][57.5 µM] | 5% | -1% | 25% | ? | 4%[57.1 µM] | -17%

The list itself, from the first entry:
SMILES | EPAC1 ag | PTHR1 ag | FUS yeast rescue | EPAC1 antag | TDP-43 yeast inh | EPAC2 ag | EPAC2 antag | aSyn rescue
COc1ccc(OC)c(NC(=O)Nc2cc(NC(=O)Nc3cc(OC)ccc3OC)c(C)nc2C)c1 | 2% | i | 11% | -11% | 3% | -1% | 4% | 4%
O=S(c1ccc2ccccc2c1)c1cnns1 (configuration not stated) | 1% | -96%[inhibitor][57.5 µM] | 5% | -1% | 25% | ? | 4%[57.1 µM] | -17%
CC(=O)Oc1cc2oc(=O)cc(C)c2cc1OC(C)=O | 8% | -10%[57.5 µM] | 19% | -1% | 16% | 2% | 1% | 10%
COc1cc(S(=O)(=O)N(Cc2cccnc2)Cc2cccc(OC)c2OC)ccc1-n1cnnn1 | 6% | i | 16% | 1% | 20% | -2% | -3% | 3%
Cn1cc(CN(Cc2ccccn2)C[C@@H]2CCC(=O)N2)c(-c2ccccc2F)n1 | 7% | 0% | 2% | -4% | 5% | 12% | 1% | -4%
O=C(NC1CC1)C1=C[C@H](c2ccc(C(F)(F)F)cc2)C[C@H](OCc2ccc(CO)cc2)O1 | -15% | -50%[inhibitor] | 29% | -1% | 23% | -1% | -12% | 1%
CCOC(=O)C(=CNc1ccc(Oc2cncc(Cl)c2)nc1)C(=O)OCC | -2% | -3% | 11% | -13% | ? | 3% | 3% | 16%
COc1cccc(C(=O)c2ccccc2C(=O)O)c1 | -10% | i | -25% | 3% | 25% | 6% | 6% | 0%
CC(O)(c1ccccc1)c1nc(-c2cccc(C#N)c2)cs1 (configuration not stated) | 0% | -15% | -8% | 0% | 20µM* | 15% | -6% | -1%
C#CCOCCOCCOCCNc1nc(N2CCN(C(=O)C([C@@H](C)CC)n3cc(C(N)Cc4ccc(O)cc4)nn3)CC2)nc(N2CCN(C(=O)[C@H](CCC(=O)O)n3cc(C(N)[C@H](C)CC)nn3)CC2)n1 (some centres not stated) | 14% | i | 11% | 8% | -3% | 5% | -2% | -8%
O=C(Nc1ccc(C(=O)N2CCCC2)cc1)Nc1ccc(Cl)cc1Cl | 7% | -10% | 5% | -10% | 5% | 11% | 3% | 0%
CC1(c2ccc(OC(F)F)cc2)NC(=O)N(CC(=O)Nc2cccc(S(N)(=O)=O)c2)C1=O (configuration not stated) | 4% | i | 13% | -19% | -19% | 13% | -13% | -2%
CC1CC(NC2=NCCS2)CC(C)(C)C1 (configuration not stated) | 9% | i | 14% | -1% | -8% | 13% | 8% | -8%
Cc1cc(NC(=O)/C=C/c2ccco2)ccc1NC(=O)c1ccccc1 | 1% | -23% | 1% | 34%[activator] | -18% | 6% | 12% | 0%
O=C(O)c1cccnc1Sc1ccc(Br)cc1 | -4% | 3% | 21% | 0% | 24% | -6% | 3% | 6%
CSc1ccc(/C=N/NC(=O)CN2CCN(Cc3ccccc3Cl)CC2)cc1 | 8% | i | 10% | 1% | 6% | 0% | -2% | 5%
CCc1nc(SCC(=O)O)c2c3c(sc2n1)COC(C)(C)C3 | 2% | i | 13% | 3% | -5% | 12% | 7% | -2%
CCOC(=O)[C@]12CCCC=C1N(Cc1ccc3c(c1)OCO3)C(=O)[C@H](CC(=O)NCc1ccc(C)o1)C2 | -6% | -10% | 28% | 4% | 21% | 6% | -18% | 1%
Cc1cc(NC(=O)CCC(=O)N(CC(=O)NC2CCCC2)c2cccc(F)c2)no1 | 0% | i | -21% | 7% | -6% | 3% | 1% | 2%
O=c1c(-c2nnc(SCc3ccc(Cl)c(Cl)c3)o2)cccn1Cc1ccccc1 | 0% | i | . | -19% | 8% | 8% | -17% | -1%

In a second layout: results already given
CC1(c2ccc(OC(F)F)cc2)NC(=O)N(CC(=O)Nc2cccc(S(N)(=O)=O)c2)C1=O (configuration not stated)
  EPAC1 ag: 4%
  PTHR1 ag: i
  FUS yeast rescue: 13%
  EPAC1 antag: -19%
  TDP-43 yeast inh: -19%
  EPAC2 ag: 13%
  EPAC2 antag: -13%
  aSyn rescue: -2%

CC1CC(NC2=NCCS2)CC(C)(C)C1 (configuration not stated)
  EPAC1 ag: 9%
  PTHR1 ag: i
  FUS yeast rescue: 14%
  EPAC1 antag: -1%
  TDP-43 yeast inh: -8%
  EPAC2 ag: 13%
  EPAC2 antag: 8%
  aSyn rescue: -8%

Going on with the list:
SMILES | EPAC1 ag | PTHR1 ag | FUS yeast rescue | EPAC1 antag | TDP-43 yeast inh | EPAC2 ag | EPAC2 antag | aSyn rescue
Cc1cc(NCc2ccccn2)n2nc(C)c(-c3ccccc3)c2n1 | 2% | -78%[inhibitor] | 13% | -22% | -11%[1.82 µM] | 1% | -30% | -4%
COc1cccc(-c2c(C(=O)N/N=C/c3cccnc3)nnn2-c2nonc2N)c1 | 13% | i | -1% | 10% | 4% | 6% | 5% | -5%
COC(=O)Cn1c(=O)sc2ccccc21 | 10% | i | -10% | 1% | 1% | 10% | 5% | 4%
CC(C)(C)C1CCC2(CC1)NC(CO)(CO)CO2 (configuration not stated) | -6% | -3%[57.5 µM] | -5% | 12% | -4% | 3% | 12% | 1%
CCC(C)(C)C1CCC(=NNC(=O)c2ccc(Br)o2)CC1 (configuration not stated) | -1% | i | . | -10% | -3% | -8% | -3% | 5%
CCCCn1c(N)c(N(Cc2ccccc2OC)C(=O)c2cc(=O)[nH]c3ccccc23)c(=O)[nH]c1=O | -1% | i | 31% | 10% | 18% | -4% | 0% | 2%
O=C(Nc1cccnc1)C1CCCN(c2ncnc3c2nc2n3CCCCC2)C1 (configuration not stated) | -6% | -24% | 14% | 1% | 7% | 6% | 3% | -2%
C[C@H](CO)N1C[C@H](C)[C@@H](CN(C)S(=O)(=O)c2cccs2)Oc2c(NC(=O)CCC(F)(F)F)cccc2C1=O | -16% | -27% | 17% | -15% | -2% | 0% | 3% | -1%
CCOC(=O)c1ccc(Oc2c(C)oc3cc(OS(C)(=O)=O)ccc3c2=O)cc1 | -7% | -24% | . | -3% | ? | 7% | 0% | 7%
COCCNC(=O)C(c1ccc(OC)cc1)N(C(=O)Cn1nnc2ccccc21)c1cccnc1 (configuration not stated) | 13% | i | 6% | -7% | -23% | 4% | -14% | -1%
Cc1cc(C)n(-c2nc3ccccc3c(=O)n2OCC(=O)Nc2c(C)cccc2C)n1 | -2% | i | 28% | -5% | 11% | 2% | 10% | -2%
COc1ccc(SC[C@H](CC(C)C)N2CCN(C)CCC2=O)cc1 | -10% | i | -15% | 16% | 14% | -3% | 18% | -1%
O=C(NC1(C(F)(F)F)NC(=O)N(C2CCCCC2)C1=O)C1CC1 (configuration not stated) | -1% | i | 24% | -2% | -16% | -1% | -5% | -2%
OC(CN1C2=NCCCN2c2ccccc21)c1ccc2c(c1)OCO2 (configuration not stated) | 0% | ? | 0% | -8% | -20% | 6% | -3% | 5%
CCCC(=O)NC(=S)NNC(=O)c1ccc([N+](=O)[O-])cc1 | 0% | i | -11% | 5% | 15% | 2% | 5% | 20µM*
Cc1nc(Nc2nc(CSc3ccc(Cl)cc3)cc(=O)[nH]2)nc2ccccc12 | -2% | i | . | -14% | 11% | 12% | 10% | -4%
NC(=O)Nc1ccc(C(=O)OCC(=O)N2CCCC2=O)cc1 | 12% | -6% | -6% | 1% | 17% | 9% | 2% | -4%
CCCc1nc2ccc(Cl)cn2c1Cc1ccccc1 | 6% | -70%[inhibitor] | 11% | -7% | -10% | 8% | -7% | 4%
COc1cccc(C2C(=O)c3ccccc3C2=O)c1 | -7% | i | -5% | -13% | -9% | 0% | -1% | -6%
COc1ccccc1Nc1nnc(SCC(=O)N2CC(=O)Nc3ccccc32)s1 | -5% | i | 7% | ? | 2% | 0% | 2% | 8%
Cc1ccc(OCCCN2C(=O)C(=O)c3cccc(C)c32)cc1 | 15% | -5%[57.5 µM] | 10% | -4% | -1% | 5% | -8% | -8%
Cc1nc2sc(C(c3ccco3)N3CC(C)OC(C)C3)c(O)n2n1 (configuration not stated) | 0% | i | 9% | 6% | 3% | 6% | 5% | 4%
Cc1ccc(NC(=O)CN(C)C(=O)C(c2ccccc2)c2ccccc2)cc1 | 1% | -1% | . | 4% | -17% | 6% | 3% | 2%
CC(C)(C)OC(=O)NCCc1nnc(SCc2ccc(Cl)cc2Cl)o1 | 10% | -14%[57.5 µM] | 36% | 1% | ? | 14% | 0% | 8%
COC(=O)c1sccc1NC(=O)CSc1ccccc1NS(=O)(=O)c1ccc(Cl)cc1 | 5% | -14%[57.5 µM] | 25% | -1% | -9% | 11% | 1% | -1%
COC(=O)c1sccc1NC(=O)c1c(C)c(-c2cccc(Cl)c2)nc2ccccc12 | 2% | i | . | -8% | -13% | 15% | 5% | -12%
CCCCN(S(=O)(=O)c1ccccc1)S(=O)(=O)c1ccccc1 | 5% | -18% | 24% | -2% | -4% | 14% | -15% | 1%
O=C1CC(c2ccccc2)CC2=C1C=Nc1ccccc1N2 (configuration not stated) | 8% | -7% | 7% | 18% | 0% | 11% | 4% | 1%
OC(CNCCc1ccc(C(F)(F)F)cc1)COC(c1ccccc1)c1ccccc1 (configuration not stated) | -4% | -3% | 20% | -21% | -5% | 8% | -9% | -21%
O=C(CN1CCN(S(=O)(=O)c2cccs2)CC1)N1CCCCC1 | 3% | i | 12% | -11% | -13% | 8% | 7% | -4%
O=C(COc1ccccc1Cl)Nc1cccc(S(=O)(=O)N2CCCC2)c1 | 21% | -45%[inhibitor] | 31% | 1% | 18µM* | 25% | -22% | 13%
Cc1ccsc1/C=C(\CC(=O)O)c1nc2ccccc2o1 | -9% | i | 19% | -5% | ? | 3% | 4% | 5%
CCC1Sc2ccc(S(=O)(=O)CCC(=O)Nc3ccc(C(=O)OC)cc3)cc2NC1=O (configuration not stated) | 6% | -3% | 8% | -20% | 8% | 12% | -10% | 7%
COc1cc2cc(Oc3ccc4ccc(=O)oc4c3)c(=O)oc2cc1OC(=O)/C=C/c1ccccc1 | 7% | -17% | 4% | 1% | 10% | -2% | 11% | -5%
COc1cccc(-c2nnc3n2N=C(c2cccc(Br)c2)CS3)c1 | -5% | i | 1% | 13% | 11% | -4% | 8%[57.1 µM] | -6%
O=C(Cn1nc(C(F)(F)F)c2c1CCC2)NCc1ccc(F)cc1 | 3% | -15%[57.5 µM] | 21% | 10% | -7% | -7% | -5% | 7%
